A-T KAP1 phos = potential ataxia-telangiectasia treatment; actives 0.19% (n = 320,000); Potency, µM (highest dose often 57.5 µM), without a hit: at the highest dose activation, usual class: activators; […] A-T fibroblasts, KAP-1 phosphorylation AlphaLISA; neocarzinostatin DNA damage 30 min before lysis; also: potency is read from the fitted curve at half-maximal effect; % of control where 0% means no effect; nearly all actives have a fitted effect of over 45% in size
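ATM-like activity read as KAP-1 phosphorylation via AlphaLISA donor/acceptor antibody pairs after lysis and 6 hr at 25C. Cells were ATM-null patient fibroblasts ([…], hTERT), dosed 60 min, then exposed to the DSB inducer NCS for 30 min.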
USP2a inh = blocks human ubiquitin-specific protease USP2a; O75604; USP2 core, Ub-CHOP2 coupled fluorogenic reporter, 485/531; Potency, µM (top dose mostly 38.3 µM), for inactives: at the top dose activity change, negative = inhibition, most hits filed as inhibitors; actives 0.01% (n = 330,000);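 also: potency is read from the fitted curve at half-maximal effect; plate controls were DMSO wells for no effect and full inhibition by NEM control for full effect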
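USP2 core (10nM final) preincubated 30min RT with compound in 20mM Tris-HCl pH 8.0, 2mM CaCl2, 2mM beta-mercaptoethanol, 0.05% CHAPS; 25nM Ub-CHOP2 plus 25nM reporter substrate added, fluorescence (Ex485/Em531) read after 60min.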
Eya2 phos inh = inhibitors of human Eya2 phosphatase activity. O00167. recombinant Eya2, OMFP fluorescence dephosphorylation (OMFP is methylfluorescein phosphate). Potency, µM (highest dose often 76.9 µM), for inactives: at the highest dose activity, negative = inhibition, most hits filed as inhibitors. actives 0.006% (n = 330,000); also: potency is read from the fitted curve at half-maximal effect; % is scaled to controls: 0 for no effect and ±100 for the full control effect
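Eya2 protein (added as 0.2 uM solution) was preincubated with compound for 10 min at ambient temperature in 50 mM HEPES pH 7.5, 50 mM NaCl, 5 uM MgCl2, 0.05% BSA, 1 mM DTT. OMFP (added at 50 uM) then reacted 10 min; fluorescence read at 485/525 nm.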
ELG1 repair inh = ELG1-dependent DNA repair inhibition. HEK293T ELG1-luciferase reporter, luminescence, 16 h; DNA damage induced by 5-fluorouridine. actives 2.3% (n = 330,000). AID 504467. Potency, µM (doses to about 46.1 µM), without a hit: at the top dose activity change, negative = inhibition, actives largely listed as inhibitors; also: potency is read from the fitted curve at half-maximal effect; % is scaled to controls: 0 for no effect and ±100 for the full control effect; nearly all actives have a fitted effect of over 55% in size
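Cells (2,000 per well) received 5-fluorouridine plus test compound or DMSO and were incubated 16 hr at 37 °C, 5% CO2. Luciferase activity was read by luminescence 30 min after ONE-Glo addition; signal suppression marked inhibition of damage-induced ELG1 function.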
Mito fusion yeast = inhibitors of mitochondrial division or activators of mitochondrial fusion. S. cerevisiae fusion-defective mutant growth rescue, CellTiterGlo 48 h. actives 0.23% (n = 320,000). Potency, µM (doses to about 46.1 µM), without a hit: at the highest dose growth rescue (activation), hits mostly activators;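 also: potency is read from the fitted curve at half-maximal effect; % of control where 0% means no effect; nearly all actives have a fitted effect of over 45% in size; temperature-sensitive fusion mutants such as fzo1-1 at 37 °C on non-fermentable ethanol glycerol medium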
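Compounds are tested for their ability to restore growth of mitochondrial fusion-defective yeast strains at non-permissive 37C in YPEG medium over 48 hours. Viability is quantified by luciferase luminescence.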
hERG WT inh = inhibitors of human wildtype KCNH2 potassium channel; activity change, % at 1.84 µM; Q12809; actives 0.37% (n = 340,000); AID 720551; U2OS, BacMam KCNH2, thallium flux FluxOr; active compounds read low;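 active = maximum activity change below -70%; inconclusive = maximum activity change between -70% and -50%; inactive = maximum activity change above -50%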; also: % is scaled to controls: 0 for no effect and ±100 for the full control effect
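U2OS cells transduced with wild-type KCNH2 virus are loaded with FluxOr dye for 45 min, and thallium flux is measured in kinetic reads before and after stimulation buffer. Rate constants are normalized to DMSO controls.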
TCR act = activates T cell receptor signaling. Potency, µM (doses to about 9.22 µM), without a hit: at the top dose activation of IL-2 secretion, usual class: activators. primary human leukocytes, anti-CD3, IL-2 HTRF, 48 h. 330,000 tested, under 10 active; also: % of control where 0% means no effect
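TCR engagement came from a-CD3 beads alone, with compounds added to primary human leukocytes for 48 hr. Secreted IL-2 bridged europium cryptate- and d2-labelled anti-IL-2 antibodies, giving FRET emission at 665nm after 320nm excitation.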
TSHR antag = blocks TSH signaling through the human TSH receptor; actives 0.2% (n = 330,000); activity change, negative = inhibition, % at 11.5 µM; TSHR-expressing cells, TSH-stimulated cAMP HTRF, 2 h; active compounds read low; AID 504810;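 active = activity change below a set negative limit, meaning inhibition stronger than a set level, cut at about -70% in these data; inconclusive = activity change between two set negative limits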; also: % is scaled to controls: 0 for no effect and ±100 for the full control effect
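TSHR-expressing cells, 200/well, pre-treated with compound, then stimulated with EC80 TSH (4nM final) for 2 hours at 37 deg C. cAMP measured by competitive HTRF: anti-cAMP cryptate antibody in lysis buffer plus cAMP-d2, read after 30 minutes at room temperature.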
TRPV1 ag = human TRPV1 agonism | Q8NER1 | TRPV1-expressing cells, Fluo-8 calcium influx, agonist mode | activation, % at 8.33 µM | actives 0.19% (n = 320,000); in the data active = activation above about 80%; inconclusive = between about 30% and that limit; also: 0% is about no effect
Target sequence (Q8NER1 whole entry, looked up): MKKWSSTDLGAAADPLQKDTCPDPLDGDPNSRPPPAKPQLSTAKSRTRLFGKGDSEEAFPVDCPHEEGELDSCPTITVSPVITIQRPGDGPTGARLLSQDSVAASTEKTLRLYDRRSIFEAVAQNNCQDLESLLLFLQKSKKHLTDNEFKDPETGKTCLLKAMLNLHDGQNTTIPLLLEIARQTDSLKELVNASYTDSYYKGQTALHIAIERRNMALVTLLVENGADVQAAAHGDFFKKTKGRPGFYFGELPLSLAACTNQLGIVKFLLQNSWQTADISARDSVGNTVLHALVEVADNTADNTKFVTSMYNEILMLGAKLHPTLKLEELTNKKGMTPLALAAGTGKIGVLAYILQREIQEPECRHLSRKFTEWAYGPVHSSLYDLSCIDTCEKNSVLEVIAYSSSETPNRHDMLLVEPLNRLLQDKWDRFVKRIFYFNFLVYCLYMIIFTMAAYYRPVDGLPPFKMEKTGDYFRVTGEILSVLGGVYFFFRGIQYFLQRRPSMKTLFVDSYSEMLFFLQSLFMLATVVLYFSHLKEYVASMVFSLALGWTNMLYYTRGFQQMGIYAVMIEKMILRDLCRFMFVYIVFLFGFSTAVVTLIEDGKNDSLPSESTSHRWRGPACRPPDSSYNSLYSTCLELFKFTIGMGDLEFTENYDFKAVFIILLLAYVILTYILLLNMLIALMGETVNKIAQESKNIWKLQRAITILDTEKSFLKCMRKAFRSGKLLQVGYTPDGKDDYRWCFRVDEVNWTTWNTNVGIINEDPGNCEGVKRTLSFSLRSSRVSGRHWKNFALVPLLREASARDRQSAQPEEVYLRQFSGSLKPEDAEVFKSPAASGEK
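Fluo-8 calcium influx in TRPV1-expressing cells, kinetic read (ex 480/em 520 nm). Compound added and read 3 min for agonist activity, followed by capsaicin at EC20 final and 2 min further read for enhancement.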
KCNH2 3.1 inh = blocks the human KCNH2 3.1 channel isoform. U2OS KCNH2 3.1, thallium flux FluxOr; active compounds read low. activity change, % (tested at about 1.8 µM). actives 0.95% (n = 340,000);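 active = maximum activity change below -70%; inconclusive = maximum activity change from -70% to -50%; inactive = maximum activity change above -50%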;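 also: thallium influx rate constant from kinetic fluorescence after stimulation buffer; % is scaled to controls: 0 for no effect and ±100 for the full control effect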
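FluxOr-based Tl+ influx in U2OS cells transduced with KCNH2 3.1 virus; rate constants normalized to DMSO controls.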
Active calls of the source: *; ? = inconclusive; · = not tested or not shown; & = joins results of further samples; [ ] = another dose, or the depositor's remark. Unless noted, calls follow the shape of the dose curve; as a rule, active = well fitted curve in the direction sought with a large enough effect; inconclusive = small, poorly fitted or top-dose-only effect, or another doubt; inactive = no such curve, though single readings can be large; an effect the other way counts as inactive or inconclusive. Some of the compounds tested (hit frequency here may not be typical).

item	Structure	A-T KAP1 phos	USP2a inh	Eya2 phos inh	ELG1 repair inh	Mito fusion yeast
1	O=C(CSc1ccc(Cl)cc1)NC(=O)NC1CCCC1	5%	-1%	25%	6%	-6%
2	O=C(COC(=O)/C=C/c1ccco1)NCc1ccco1	-3%	4%	9%	8%	-3%
3	CCN1CCN(CC(=O)Nc2ccc(C)cc2C)C(=O)C1=O	6%	0%	-5%	5%	-2%
4	Cc1cccc(NS(=O)(=O)c2cccc(C(=O)N3CCN(S(=O)(=O)c4ccccc4)CC3)c2)c1	-11%	0%	-15%	-15%	1%
5	Cn1ccnc1SCC(=O)NC1CCCCC1	25%	-5%	2%	?	-2%
6	Cn1ncc2c(Nc3cccc(C(=O)O)c3)ncnc21	-5%	0%	2%	-13%	0%
7	O=C(O)/C(=C\c1ccc(Br)cc1)NC(=O)c1cccs1	0%	1%	-4%	13%	-1%
8	CC(NC(=O)c1ccc(NC(=O)CC2SC(N3CCCC3)=NC2=O)cc1)c1ccccc1 (stereo not drawn)	2%	0%	-11%	15%	-2%
9	Brc1ccc(-c2ncc(-c3ccccc3)cn2)cc1	·	-5%	22%	?	-3%
10	Cc1cc(C)c(S(=O)(=O)Nc2cnc3ccccc3c2)c(C)c1	2%	0%	-4%	?	24%
11	Cc1ccc(S(=O)(=O)N2CCN(C(=O)CCCOc3cccc(C)c3)CC2)cc1	-2%	5%	-5%	6%	3%
12	N#C/C(=C\c1ccc(N2CCOCC2)o1)c1nc2ccccc2[nH]1	-12%	?	?	?	-4%
13	CC(=O)c1cccc(NS(=O)(=O)c2c(C)noc2C)c1	0%	5%	-2%	13%	-1%
14	O=C(Nc1ccc(F)cc1)C(=O)C1C(=O)Nc2ccccc21 (stereo not drawn)	-3%	-3%	2%	?	-6%
15	CCCCC(=O)Nc1ccc(NC(=O)C2CC2)nc1	10%	2%	-4%	?	0%

item	hERG WT inh	TCR act	TSHR antag	TRPV1 ag	KCNH2 3.1 inh
1	-8	8%	-7	15	-12
2	·	2%	9	-1	6
3	-1	-3%	8	0	-10
4	-17	0%	-17	3	-21
5	4	-7%	31	-1	13
6	-3	2%	33	-3	38
7	-3	-6%	-6	-1	-41
8	14	·	5	-1	10
9	5	-5%	·	6	-5
10	-3	-5%	3	1	8
11	-5	-5%	2	4	-4
12	-24	9%	16	-3	-3
13	-6	-3%	-1	-2	-3
14	1	-5%	9	·	25
15	-5	5%[46.1 µM]	34	3	-5

(continued)
item	Structure	A-T KAP1 phos	USP2a inh	Eya2 phos inh	ELG1 repair inh	Mito fusion yeast
16	Cc1ccc(-n2nnnc2SC(C)C(=O)Nc2ccccc2-c2ccccc2)cc1 (stereo not drawn)	12%	-1%	-10%	?	19%
17	Cc1ccc(S(=O)(=O)N(C)c2ccc(OCC(=O)NC3=NCCS3)cc2)cc1	-3%	2%	-6%	-9%	-5%
18	CCCCOC(=O)NS(=O)(=O)c1sc(CC(C)C)cc1-c1ccc(Cn2c(CC)nc3c(C)cc(C)nc32)cc1	-11%	-12%	-15%&-3%	13µM*	?
19	O=C(c1cc(-c2cccs2)on1)N1CCCCC1	-2%	1%	5%	?	-3%
20	COC(=O)C1=C(C)NC(C)=C(C(=O)OC)C1c1ccc(OC(=O)c2ccco2)cc1	1%	-3%	0%	21%	6%
21	O=C(Nc1ncc(Cc2ccccc2)s1)C1CCCO1 (stereo not drawn)	2%	1%	2%	?	14%
22	C=C(C)C1CCC2(C(=O)O)CCC3(C)C(CCC4C5(C)C(C=O)C(O)C(C)(C)C5CCC43C)C12 (stereo not drawn)	-57%[inhibitor]	0%	7%	?	-19%
23	COC(=O)CNC(=O)/C=C/c1cc(Br)ccc1OC	7%	-1%	12%	-8%	2%
24	COc1ccc(NC(=O)C(C)N2c3cccc4cccc(c34)S2(=O)=O)cc1 (stereo not drawn)	-1%	1%	-4%	?	11%
25	CCN(CC)CCn1c(=N)n(CC(=O)c2ccc(C)cc2)c2ccccc21	?	3%	-5%	6%	-11%
26	O=C(NC1CCCCC1)C(=O)c1c[nH]c2ccccc12	7%	1%	-2%	?	2%
27	CN(C)C(=S)Oc1ccccc1-c1ccccc1OC(=S)N(C)C	-2%	4%	1%	3%	-6%
28	CC(=O)NN1C(=O)c2ccccc2NC1c1ccoc1 (stereo not drawn)	3%	1%	3%	1%	10%
29	COc1ccc(CC(CC(=O)O)C(=O)Nc2ccc(Cl)c(Cl)c2)cc1 (stereo not drawn)	-3%	3%	12%	-1%	0%
30	COc1cc2c(cc1NC(=O)CSc1ccc(C)cc1)oc1ccccc12	13%	-2%	3%	?	1%

item	hERG WT inh	TCR act	TSHR antag	TRPV1 ag	KCNH2 3.1 inh
16	-8	6%[46.1 µM]	-1	18	4
17	5	-5%	27	-1	0
18	·	·	-23&-13	1	·
19	-10	-2%	6	1	8
20	2	7%	-6	0	-10
21	-2	2%[46.1 µM]	-5	27	8
22	2	0%	-3	2	-2
23	-11	-10%	-5	20	-3
24	-9	1%	24	-3	12
25	18	-2%	8	-3	-2
26	2	·	-14	11	4
27	3	1%	-7	9	6
28	-26	-9%	3	0	-6
29	-1	11%	-3	0	-3
30	-14	-2%	-27	-9	12

More records follow.
item	Structure	A-T KAP1 phos	USP2a inh	Eya2 phos inh	ELG1 repair inh	Mito fusion yeast
31	CCc1nc(OCCN(CC)CC)c2oc3ccccc3c2n1	4%	2%	3%	23%	3%
32	C=CCn1c(SCC(=O)c2c(N)n(C)c(=O)n(C)c2=O)nnc1-c1ccoc1C	-5%	3%	-4%	1%	·
33	COc1ccc(C(=O)NCCS(=O)(=O)N2CCN(C(=O)c3ccco3)CC2)cc1	9%	1%	6%	1%	0%
34	CCCCN(CC)C(=O)Cn1cnc2sc(C)c(S(=O)(=O)N3CCC(C)CC3)c2c1=O	1%	1%	-3%	-5%	18%
35	COc1cccc(CNC(=O)COC(=O)C2CCN(c3ccc(C(F)(F)F)cn3)CC2)c1	0%	-1%	4%	-4%	-3%
36	O=c1c2c(-c3ccc([N+](=O)[O-])cc3)ccnc2[nH]n1-c1ccccc1	-14%	-4%	0%	4%	8%
37	Cc1cc2nc(N)sc2cc1[N+](=O)[O-]	-3%	1%	-1%	22%	2%
38	Cc1ccc(NC(=O)c2ccccc2)cc1-n1cnnn1	-1%	-2%	2%	-2%	-2%
39	CCCc1nnc(NC(=O)CCC(=O)N2CCN(CCOc3ccc(C)cc3)CC2)s1	7%	0%	20%	-25%	2%
40	CNC(=O)NC(=O)COC(=O)CCc1nc(=O)c2ccccc2n1C	-3%	1%	-7%	-8%	2%

item	hERG WT inh	TCR act	TSHR antag	TRPV1 ag	KCNH2 3.1 inh
31	16	2%	0	5	-15
32	-5	-1%	-11	·	-4
33	13	2%	4	-1	17
34	-3	9%	-9	0	5
35	-1	3%	22	?	-11
36	-1	0%	0	3	-5
37	88	1%	-6	-2	-2
38	-8	·	-14	2	12
39	5	-2%	28	·	1
40	3	7%	2	-3	-14

Screening results: PubChem, National Center for Advancing Translational Sciences (NCATS)
